KCNQ2 block: KCNQ2 channel blockers in CHO-K1 cells – cell-based, FluxOR thallium flux, B-score, primary screen (AID 2156); O88943; 20 min; hits give low values; B-score at 10 µM; 310,000 tested, 1.1% active;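 active = fluorescence ratio B-score at most minus 3 library SDs, with starting brightness B-score within 2 library SDs, cut at about -5.5 in these data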
Target sequence (O88943 whole entry, looked up): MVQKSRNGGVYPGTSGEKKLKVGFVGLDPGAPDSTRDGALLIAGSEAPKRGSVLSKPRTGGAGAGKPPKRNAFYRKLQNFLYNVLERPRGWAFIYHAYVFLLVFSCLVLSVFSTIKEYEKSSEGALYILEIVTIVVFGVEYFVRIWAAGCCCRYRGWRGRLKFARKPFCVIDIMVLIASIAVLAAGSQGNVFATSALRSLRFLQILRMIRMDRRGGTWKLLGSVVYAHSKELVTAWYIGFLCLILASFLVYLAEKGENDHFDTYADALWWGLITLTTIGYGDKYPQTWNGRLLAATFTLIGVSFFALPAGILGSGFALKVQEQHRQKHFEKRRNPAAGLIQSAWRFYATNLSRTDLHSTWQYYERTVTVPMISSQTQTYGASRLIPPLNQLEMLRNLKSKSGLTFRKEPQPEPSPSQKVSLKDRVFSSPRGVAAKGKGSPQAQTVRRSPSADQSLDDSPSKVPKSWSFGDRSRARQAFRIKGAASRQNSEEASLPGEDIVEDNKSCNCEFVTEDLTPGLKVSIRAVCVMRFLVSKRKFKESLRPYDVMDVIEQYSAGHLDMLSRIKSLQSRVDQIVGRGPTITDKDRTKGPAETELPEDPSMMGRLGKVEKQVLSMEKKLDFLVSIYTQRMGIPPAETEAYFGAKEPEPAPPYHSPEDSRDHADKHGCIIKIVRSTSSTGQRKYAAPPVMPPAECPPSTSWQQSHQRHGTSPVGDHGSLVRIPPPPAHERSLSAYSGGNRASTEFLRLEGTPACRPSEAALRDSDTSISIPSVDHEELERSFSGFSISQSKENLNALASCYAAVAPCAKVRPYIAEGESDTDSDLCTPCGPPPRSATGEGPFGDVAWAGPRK
CHT block: human CHT choline transport inhibition; Q9GZV3; CHT-expressing cells, membrane potential dye, choline response; hits give low values; B-score at 10 µM; 310,000 tested, 0.86% active;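 active = B-score over 3 SD under the library average, and starting fluorescence ratio not unusually high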;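 note: choline stimulus applied at its EC90 after an EC20 pre-addition; B-score computed on integrated fluorescence ratio after choline addition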
* hit, by the source's call; i = inactive; · = not tested or not shown.

Sample of the layout:
KCNQ2 block	CHT block	SMILES
i	i	COC(=O)c1cccc(NC(=S)N2CCOCC2)c1
i	i	COc1ccc(Cc2nnc(Cl)c3ccccc23)cc1OC
i	i	CC12CN(C(=O)c3ccc(Cl)cc3)C3(C#N)CC1CCC23C (configuration not stated)

This part in full, from the start:
KCNQ2 block	CHT block	SMILES
i	i	COC(=O)c1cccc(NC(=S)N2CCOCC2)c1
i	i	COc1ccc(Cc2nnc(Cl)c3ccccc23)cc1OC
i	i	CC12CN(C(=O)c3ccc(Cl)cc3)C3(C#N)CC1CCC23C (configuration not stated)
i	i	CC(Sc1ccc(Cl)cc1)C(=O)NNC(=O)c1ccccc1O (configuration not stated)
i	i	CCOC(=O)NC1(C(F)(F)F)NC(=O)N(C2CCCCC2)C1=O (configuration not stated)
i	i	COc1ccc(C(C(=O)NC(C)(C)C)N(CCc2ccccc2)C(=O)CCC(=O)Nc2cc(C)on2)cc1 (configuration not stated)
i	i	Cc1ccc(C)c(N2CCN(C(=O)c3cc4ccccc4oc3=O)CC2)c1
i	i	O=S(=O)(NCC(c1cccnc1)N1CCN(Cc2ccccc2)CC1)c1ccc(Cl)cc1 (configuration not stated)
i	i	Cc1ccc(/C=N/c2sc(Cc3ccccc3)c(C)c2C(N)=O)o1
i	i	N/C(=N\OC(=O)c1cccc2ccccc12)c1cccc([N+](=O)[O-])c1
i	i	C=CCn1c(SCC(=O)Nc2ccc(N3CCOCC3)cc2)nnc1-c1ccncc1
i	i	COc1ccc(Cl)cc1S(=O)(=O)NC(C)C(=O)NCCCn1ccnc1 (configuration not stated)
i	i	O=C(NCC1CCCO1)C1CC(=O)N(C2CCCCCC2)C1 (configuration not stated)
i	i	COc1ccc(-c2nnc(-c3ccccc3)o2)cc1OC
i	i	CCc1nnc(NC(=O)CSc2nnc(-c3ccccc3O)n2CC)s1

Exported in markdown: part of the list above.
| SMILES | KCNQ2 block | CHT block |
| --- | --- | --- |
| O=C(NCC1CCCO1)C1CC(=O)N(C2CCCCCC2)C1 (configuration not stated) | i | i |
| Cc1ccc(C)c(N2CCN(C(=O)c3cc4ccccc4oc3=O)CC2)c1 | i | i |

(list continues)
KCNQ2 block	CHT block	SMILES
i	i	COc1ccc(Cc2n[nH]c(=S)n2-c2ccc3c(c2)OCCO3)cc1
i	i	COc1ccc(Nc2nc3ccccc3nc2NS(=O)(=O)c2cccs2)cc1
i	i	CC(=O)Nc1cccc(/C(C)=N/NC(=S)NC(C)C)c1
i	i	c1ccc(CN2CCOCC2)cc1
i	i	Cc1nnc(-n2ncc(C#N)c2N)c2nn(-c3cccc(Cl)c3)c(C)c12
i	i	O=C1c2oc3ccc(F)cc3c(=O)c2C(c2cccc(O)c2)N1CCCN1CCOCC1 (configuration not stated)
i	i	CC1CN=C(N(C(=O)Nc2ccccc2)c2ccc(S(=O)(=O)N3CCOCC3)cc2)S1 (configuration not stated)
i	i	CCOCCCNC(=O)c1ccccc1SCC
i	i	Cc1ccc(SC[C@H](C)CN2CC[C@H](C(C)(C)C)CCC2=O)cc1
i	i	COc1cc(C(=O)Oc2ccccc2/C=N/NC(=O)c2ccc(C)cc2)cc(OC)c1OC
i	i	CCOC(=O)c1cn[nH]c1NC(=S)Nc1ccccc1
i	i	N#Cc1c(NC(=O)C2CCCO2)sc2c1CCCCC2 (configuration not stated)
i	i	Cn1c(=O)n(C)c2cc(CN3C(=O)OC(C)(C)C3(C)O)ccc21 (configuration not stated)
i	i	Cc1ccccc1-c1ccc(=O)n(CC(=O)Nc2ccc(N3CCOCC3)cc2)n1
i	i	COc1ccc(C(=O)/C(C#N)=N/Nc2ccc([N+](=O)[O-])cc2)cc1
i	i	COC(=O)N/N=C/c1ccc(OCCSc2ccc(Cl)cc2)c(OC)c1
i	i	COC(CN1C(=O)C(O)=C(C(C)=O)C1c1ccccn1)OC (configuration not stated)
i	i	CCSc1nnc(-c2ccc(S(=O)(=O)NCc3cccs3)cc2)o1
i	i	CCOC(=O)CNC(=O)CSc1ccc2nnc(-c3cccnc3)n2n1
i	i	CCCCn1c(N)c(N(CCOC)C(=O)c2cc(C)oc2C)c(=O)[nH]c1=O
i	i	O=C(O)CC(SCC(=O)Nc1ccc(Br)cc1)C(=O)O (configuration not stated)
i	i	CC(=O)Nc1ccc(C2=NN(Cc3nnc(-c4ccccc4)o3)C(=O)SC2)cc1
i	i	COc1ccc(N2C(=O)CC(N3CCN(c4ccc(S(=O)(=O)N5CCCC5)cc4)CC3)C2=O)cc1 (configuration not stated)
i	i	Cn1c(=O)c(=O)n(C)c2cc(S(=O)(=O)N3CC(=O)N(CCc4ccccc4)C(=O)C3)ccc21
i	i	C=C(C)CN(CC)C(=O)CC1C(=O)NCCN1CC(C)(C)C (configuration not stated)
i	i	COC(=O)Cn1c2ccccc2c2nc(=O)cc(C)n21
i	i	S=C(NCCc1ccccn1)Nc1cc(Cl)cc(Cl)c1
i	i	CCOc1ccc(C(=O)/C=C/Nc2ccc(S(=O)(=O)Nc3cc(C)nc(C)n3)cc2)cc1
i	i	O=C(Nc1ccc(O)cc1)c1cc2ccccc2c(=O)s1
i	i	CCC(=O)c1ccc(OCC(=O)OC(C)C(=O)NCc2ccc3c(c2)OCO3)cc1 (configuration not stated)
i	i	O=C(COC(=O)/C=C/c1ccc(C(F)(F)F)cc1)NCC1CCCCC1
i	i	Nc1c(NCCN2CCCCC2)c2ccccc2oc1=O
i	i	Cc1cc(=O)oc2c1c(C)nn2-c1ccc(Cl)cc1
i	i	CCOC(=O)C1CCN(C(=O)CC(C)c2ccccc2)CC1 (configuration not stated)
i	i	COc1cc(C)c(Cl)cc1S(=O)(=O)n1ccnc1
i	i	CCOC(=O)c1c(C)[nH]c(C(=O)COC(=O)/C=C/c2ccc(O)c(OC)c2)c1C
i	i	Cc1c(Nc2nc(-c3ccccc3)cs2)c(=O)n(-c2ccccc2)n1C
i	i	O=C(OC1CCOC1=O)c1ccc(NS(=O)(=O)c2cccs2)cc1 (configuration not stated)
i	i	CC1(C)CC2(CC(c3cccs3)c3cc(Cl)c(O)cc3O2)NC(=S)N1 (configuration not stated)
i	i	O=[N+]([O-])c1ccc(C2=NCCO2)cc1
i	i	Cc1ccc(-n2nc3ccc(N)cc3n2)cc1C
i	i	CC(C)(C)OCC(O)CN1CCN(C(=O)c2ccccc2)CC1 (configuration not stated)
i	i	Nn1c(SCc2cccc(C(F)(F)F)c2)nnc1-c1ccco1
i	i	CSc1ccccc1NC(=O)CN(c1ccccc1)S(=O)(=O)N(C)C
i	i	COc1ccc2oc(C(=O)N(C)CCOc3ccccc3)c(C)c2c1

Some of these compounds in order of molecular weight, smallest number first.
KCNQ2 block	CHT block	SMILES
i	i	O=[N+]([O-])c1ccc(C2=NCCO2)cc1
i	i	Nc1c(NCCN2CCCCC2)c2ccccc2oc1=O
i	i	CC(C)(C)OCC(O)CN1CCN(C(=O)c2ccccc2)CC1 (configuration not stated)
i	i	Cc1c(Nc2nc(-c3ccccc3)cs2)c(=O)n(-c2ccccc2)n1C
i	i	O=C(COC(=O)/C=C/c1ccc(C(F)(F)F)cc1)NCC1CCCCC1
i	i	CC1(C)CC2(CC(c3cccs3)c3cc(Cl)c(O)cc3O2)NC(=S)N1 (configuration not stated)
i	i	CCOC(=O)c1c(C)[nH]c(C(=O)COC(=O)/C=C/c2ccc(O)c(OC)c2)c1C

The results go on.
KCNQ2 block	CHT block	SMILES
i	i	COC(=O)c1sc(NC(=O)CSc2nnnn2-c2cccc(OC)c2)nc1C
i	i	Cc1ccc(-c2nnc(CSc3nc(C)nc4sc(C)c(C)c34)o2)cc1
i	i	C=CCN=C(NC#N)SCC(=O)NC(C)(C)C
i	i	O=C(c1ccc(Oc2ccc([N+](=O)[O-])cc2)cc1)N1CCCCCC1
i	i	CCOC(=O)c1cnn(CCOC(=O)c2ccc(OC)cc2)c1NC(=O)c1ccc(OC)cc1
i	i	C=CCn1c(C)cc(C(=O)CSc2ccc(NC(C)=O)cc2)c1C
i	i	CN1C(=S)N(c2ccccc2)C(=O)/C1=C/c1ccco1
-5.9*	·	Cn1c(=O)c(/C=C/c2ccc(F)cc2)nc2ccccc21
·	i	Cc1ccc(-c2cc(C(=O)OCC(=O)Nc3cc(C)on3)c3ccccc3n2)c(C)c1
i	i	COc1ccc(N2CCN(Cc3nc4ccccc4c(=O)[nH]3)CC2)cc1
i	i	CC(C)Oc1ccc(CCC(=O)NNC(=S)Nc2ccccc2)cc1
i	i	O=C(COc1ccccc1Cl)Nc1ccc(C(=O)N2CCCCC2)cc1
i	i	COc1ccc(C(=O)NC(CC(C)C)C(=O)O)cc1OC (configuration not stated)
i	i	COc1ccccc1NC(=O)CSc1nccn1Cc1ccc(F)cc1
i	i	Cc1cccc2sc(NNC(=O)C3=COCCO3)nc12
i	i	CC(CSc1nnnn1-c1ccccc1)Cn1c(N2CCCC2)nc2c1c(=O)[nH]c(=O)n2C (configuration not stated)
i	i	CC(=O)N1c2ccc(S(=O)(=O)NCC3CCC(C(=O)Nc4cc(C)ccn4)CC3)cc2CC1C (configuration not stated)
-6.7*	i	O=C(CSc1ncnc2c1cnn2CCc1ccccc1)Nc1cccc(C(F)(F)F)c1
i	i	CN(C(=O)Cn1cc(C#N)c2ccccc21)c1ccccc1
i	i	O=C(NC1CCCC1)c1cc2c(ccc3ccccc32)o1
i	i	COc1ccc(NC(=O)C(=O)NCCN2CCN(C(=O)c3cccc(Br)c3)CC2)cc1
i	i	Cc1ccccc1Cn1nnc(-c2cccc(C(=O)O)c2)n1
i	i	COc1ccc(/C=C2\SC(=S)N(CCCC(=O)N3CCCCC3CCO)C2=O)cc1 (configuration not stated)
i	i	Fc1ccccc1SCc1nnc(-c2ccccc2Br)o1
·	i	Cc1cn[nH]c1
i	i	CCN1CCCC1CNC(=O)Cn1nc(C)n2c(cc3cc(C)ccc32)c1=O (configuration not stated)
i	i	O=c1[nH]c(SCc2nc3ccccc3c(=O)n2-c2ccccc2)nc2ccccc12
i	i	CCC(=O)NCc1cc(-c2nn(C)c(=O)c3ccccc23)ccc1OC
i	i	CCCc1cc(C(=O)NC2CCCN(Cc3ccccc3F)C2)no1 (configuration not stated)
i	i	CCCCNC(=O)CCN1N=C(c2ccccc2)CCC1=O
i	i	CCOc1ccccc1NC(=O)CSc1nc(=O)n(CCCN2CCOCC2)c2c1CCCC2
i	i	COC(=O)c1[nH]c2ccc(Br)cc2c1NC(=O)CN1CCN(C2CCCCC2)CC1
i	i	O=C(Oc1ccccc1N1CCOCC1)c1sccc1Br
i	i	CC1CN(C(=O)Cc2ccc(-c3ccccc3)cc2)CC(C)O1 (configuration not stated)
i	i	N#Cc1ccc(OCc2cccc(S(=O)(=O)N3CCOCC3)c2)cc1
i	i	COC(=O)C1=C(NC(=O)COc2ccc3ccccc3c2)CCS1
i	i	Cc1ccc(C(=O)N(CC#N)CC#N)cc1C
i	i	COc1ccc(N(C(=O)c2snc(C(N)=O)c2N)C(C(=O)NCc2ccc(F)cc2)c2ccc(O)cc2)cc1 (configuration not stated)
i	i	Cc1ccc(Cn2nnc3c(=O)[nH]c(C4CCN(S(=O)(=O)c5ccc(S(=O)(=O)NC6CC6)cc5)CC4)nc32)cc1
i	i	Cc1ccc(S(=O)(=O)Cc2ccc(C(=O)N3CCc4ccccc4C3)o2)cc1
i	i	CCN(CC)c1nc(N2CCOCC2)nc2ccccc12
i	i	Cc1ccc(NNC(=O)c2c(F)cccc2Cl)cc1C
i	i	c1ccc(CCNC2=NCCS2)cc1
i	i	CCCc1cc(=O)[nH]c(SCc2ccc(C#N)cc2)n1
i	i	COCCN(Cc1ccccc1)C(=O)c1cccc(S(=O)(=O)N(C)c2c(C)n(C)n(-c3ccccc3)c2=O)c1
i	i	O=C(N=Nc1c(O)[nH]c2ccc([N+](=O)[O-])cc12)c1cc(-c2ccccc2Cl)nc2ccccc12
i	i	CCOC(=O)CN(c1ccccc1)S(=O)(=O)c1ccc(F)cc1
i	i	CCOC(=O)c1sc(NC(=O)Cc2ccc(F)cc2)nc1C
i	i	COc1ccc(OCc2cc(C(=O)N3CCN(C4CCCC4)CC3)no2)c(Cl)c1
i	i	CCOC(=O)c1sc2nc(N3CCOCC3)c3c(c2c1N)CCC3
·	i	Cc1cccc(CCN2C(Nc3ccccc3)=NC[C@@H]2CC(C)C)c1
-9.9*	i	COc1ccccc1Nc1nc(N)nc(CN2CCN(Cc3ccccc3)CC2)n1
i	i	Cc1cccc(NC(=O)CN2C(=O)N/C(=C\c3ccc(N4CCOCC4)cc3)C2=O)c1
i	i	O=C(Nc1nc(-c2cccc3ccccc23)cs1)c1cnccn1
i	i	COc1ccccc1CNC(=O)COc1ccc(S(=O)(=O)N2CCOCC2)cc1C
i	i	CS(=O)(=O)Nc1ccc(C2=NN(S(=O)(=O)c3ccccc3)C(c3cccs3)C2)cc1 (configuration not stated)
i	i	Nn1c(COc2ccccc2F)nnc1SCC(=O)NC1CCCC1
i	i	O=C(NCCC(=O)N1CCN(c2ccccc2F)CC1)c1ccco1
i	i	Cc1sc2ncn(CC(=O)NCCCC(=O)N3CCC(C(N)=O)CC3)c(=O)c2c1C
i	i	O=c1ccc2cc(S(=O)(=O)Nc3ccc(Br)cc3)ccc2o1

(cont.)
KCNQ2 block	CHT block	SMILES
i	i	O=[N+]([O-])c1cccc(-c2nc3ccc([N+](=O)[O-])cc3[nH]2)c1
i	i	O=C(CCCn1c(=S)[nH]c2ccccc2c1=O)NCc1ccco1
i	i	O=[N+]([O-])c1ccc(N2CCN(Cc3ccc4c(c3)OCO4)CC2)nc1
i	i	Fc1ccc(Nc2nc(Oc3ccccc3F)nc(N3CCCC3)n2)cc1

Source: PubChem BioAssay
